# PfHsp40 rescue = rescue of PfHsp40-mediated yeast toxicity; S. cerevisiae expressing PfHsp40, growth rescue, ATP luminescence; growth rescue, % at 12.5 µM; 0.68% of 340,000 active; in the data active = growth rescue above about 28%, passing the limit was not always enough; inconclusive = no clear call, values can overlap the other calls;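 note: yeast W303a lacking pdr1 and pdr3 grown in galactose medium; growth measured after three days at 30 °C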
# Anthrax LF inh2 = anthrax lethal factor protease inhibition. P15917. multiplex microsphere protease cleavage assay, LF. inhibition, % at 10 µM. 0.12% of 360,000 active; note: plate controls were buffer without enzyme for full effect and enzyme alone for no effect
# Target sequence (P15917 whole entry, looked up): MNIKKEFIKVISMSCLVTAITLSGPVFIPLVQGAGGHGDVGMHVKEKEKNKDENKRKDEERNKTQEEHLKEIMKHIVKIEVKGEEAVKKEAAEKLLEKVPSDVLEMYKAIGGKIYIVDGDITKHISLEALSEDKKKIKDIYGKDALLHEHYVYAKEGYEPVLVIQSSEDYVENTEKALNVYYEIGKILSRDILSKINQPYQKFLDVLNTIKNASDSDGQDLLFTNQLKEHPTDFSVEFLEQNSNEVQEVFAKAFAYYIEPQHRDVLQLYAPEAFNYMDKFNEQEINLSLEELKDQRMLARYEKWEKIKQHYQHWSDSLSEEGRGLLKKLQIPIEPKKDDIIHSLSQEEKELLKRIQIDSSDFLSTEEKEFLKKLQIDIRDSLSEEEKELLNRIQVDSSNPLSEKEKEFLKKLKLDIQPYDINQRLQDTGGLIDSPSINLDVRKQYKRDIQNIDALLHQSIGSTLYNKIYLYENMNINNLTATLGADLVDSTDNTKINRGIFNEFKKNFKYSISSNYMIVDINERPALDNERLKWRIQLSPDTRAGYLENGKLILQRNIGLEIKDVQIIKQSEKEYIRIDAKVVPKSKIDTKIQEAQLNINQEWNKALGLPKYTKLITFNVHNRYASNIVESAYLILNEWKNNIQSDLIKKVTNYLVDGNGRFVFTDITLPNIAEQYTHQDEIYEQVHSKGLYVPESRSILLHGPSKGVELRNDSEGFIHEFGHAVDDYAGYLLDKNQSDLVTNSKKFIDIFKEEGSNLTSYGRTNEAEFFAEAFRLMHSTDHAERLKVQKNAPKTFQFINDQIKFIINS
# FBA Mtb inh = Mtb fructose-bisphosphate aldolase inhibition | P9WQA3 | purified M. tuberculosis FBA, fluorescence read-out | inhibition, % at 1 µM | 2.3% of 360,000 active; in the data active = inhibition above about 27%;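 note: 0% = vehicle and 100% = reference inhibitor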
# BoNT-F LC inh = inhibitors of Botulinum neurotoxin F light chain protease; AID 588497; inhibition, % at 10 µM; 0.22% of 360,000 active; Multiplex microsphere protease cleavage assay, flow cytometry; in the data active = inhibition above about 35%, passing the limit was not always enough; inconclusive = no clear call, values can overlap the other calls; note: plate controls were buffer without enzyme for full effect and enzyme alone for no effect
# UGM FP inh = Mtb UDP-galactopyranose mutase inhibition | P9WIQ1 | purified UGM, fluorescence polarization probe displacement | inhibition, % at 10 µM | 0.06% of 320,000 active; in the data active = inhibition above about 10%, passing the limit was not always enough; inconclusive = no clear call, values can overlap the other calls
# BoNT A protease = blocks Botulinum neurotoxin A light chain protease; multiplex microsphere protease substrate cleavage, flow cytometry; inhibition, % at 10 µM; 0.17% of 360,000 active; note: plate controls were buffer without enzyme for full effect and enzyme alone for no effect
# FadD28 binding = inhibitors of Mycobacterium tuberculosis FadD28 bisubstrate binding; AID 588549; 0.22% of 360,000 active; inhibition, % at 12.5 µM; FadD28 bisubstrate probe binding, fluorescence polarization; in the data active = inhibition above about 8.5%, passing the limit was not always enough; inconclusive = no clear call, values can overlap the other calls
# BioA inh = BioA (M. tuberculosis) enzyme inhibition. purified M. tuberculosis BioA enzyme, plate reader. AID 602481. inhibition, % at 9.99 µM. 0.096% of 360,000 active; in the data active = inhibition above about 40%; inconclusive = no clear call, values can overlap the other calls
# GDH-TPI counter = GDH-TPI coupled enzyme inhibition counter-screen; GDH-TPI coupled enzyme counterscreen, NADH absorbance; 1.2% of 360,000 active; inhibition, % at 4.8 µM; in the data active = inhibition above about 30%;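 note: 0% = DMSO wells and 100% = wells lacking the enzyme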
# * hit, by the source's call; ? = inconclusive; / = no result given. Cut-off read from the data, not from the text of the source, unless noted: active = inhibition above about 30%; inconclusive = no clear call, values can overlap the other calls; inactive = below that.
SMILES,PfHsp40 rescue,Anthrax LF inh2,FBA Mtb inh,BoNT-F LC inh,UGM FP inh,BoNT A protease,FadD28 binding,BioA inh,GDH-TPI counter
CC(=O)NC1(C(F)(F)F)C(=O)Nc2c1c(=O)n(C)c(=O)n2C (configuration not stated),-0.6,-3,2,2,2.7,1.0,-1.2,-0.1,3
Cc1ccc(NC(=S)N(CCCN(C)C)Cc2cc3cc4c(cc3[nH]c2=O)OCO4)c(C)c1,0.4,-3,3,-2,3.9,0.0,-0.6,/,0
CCOc1cc(S(=O)(=O)NCCCN2CCOCC2)ccc1F,-1.1,0,2,-10,-1.1,-1.8,-3.4,-1.5,-4
COc1ccc(CCCc2nnc(SCC(=O)Nc3cc(C)c(C)cc3Br)o2)cc1,0.6,-1,0,-4,-0.5,-0.8,-3.7,0.9,-15
COc1ccc(/C=N/NS(=O)(=O)c2ccccc2)cc1OS(=O)(=O)c1ccc(C)cc1,-0.4,-7,1,-3,2.5,0.9,-2.4,-0.5,26
CCCCNC(=O)N(O)C1N(CCCC)C(=O)N(CC(=O)OC)C1(C)C (configuration not stated),-0.2,-3,0,-15,0.7,-2.2,-1.5,0.5,0
CCCn1c(N)c(Sc2ccccc2)c(=O)n(CCC)c1=O,-0.8,-1,0,-1,/,-1.3,-0.9,0.8,1
CN(C(=O)CSc1ccc(S(=O)(=O)N2CCCCC2)cn1)c1ccccc1,0.5,0,-4,-2,/,3.9,-1.3,0.9,3
CCOC(=O)N/N=C\c1ccc(-c2cccc(C(F)(F)F)c2)o1,1.4,-1,-1,-5,4.5,-0.4,-3.7,/,18
CC1(C)Cc2c(C#N)c(N3CCNCC3)nc(-c3ccco3)c2CS1,-1.2,0,7,-22,-1.5,-2.2,2.8,-1.0,7
COC(=O)c1scc(C)c1N/N=C(\C)c1ccc(F)cc1,-1.2,-10,-1,-11,0.1,?,0.4,0.5,2
Cc1ccc(N2CC(NS(=O)(=O)c3cccs3)CC2=O)cc1C (configuration not stated),2.0,1,0,11,-2.0,-0.7,-0.1,-0.4,8
CCOc1cccc(/C(O)=C2/C(=O)C(=O)N(CCN3CCOCC3)C2c2cccnc2)c1 (configuration not stated),-0.4,-2,5,0,-1.5,-0.6,2.6,-3.0,10
CCCOc1cccc(C(=O)NCCCNC(=O)c2ccccn2)c1,-1.1,5,1,0,0.2,-3.4,0.6,-0.9,-8
CC(C)(C)c1ccccc1OCCOCCNCc1ccccc1,0.3,-3,2,-7,2.3,-0.5,-6.0,3.0,-10

# Shown with two lines to a compound: entries from further up
# Below each compound: PfHsp40 rescue | Anthrax LF inh2 | FBA Mtb inh | BoNT-F LC inh | UGM FP inh | BoNT A protease | FadD28 binding | BioA inh | GDH-TPI counter
CCOC(=O)N/N=C\c1ccc(-c2cccc(C(F)(F)F)c2)o1
→ 1.4 | -1 | -1 | -5 | 4.5 | -0.4 | -3.7 | / | 18
Cc1ccc(N2CC(NS(=O)(=O)c3cccs3)CC2=O)cc1C (configuration not stated)
→ 2.0 | 1 | 0 | 11 | -2.0 | -0.7 | -0.1 | -0.4 | 8
CN(C(=O)CSc1ccc(S(=O)(=O)N2CCCCC2)cn1)c1ccccc1
→ 0.5 | 0 | -4 | -2 | / | 3.9 | -1.3 | 0.9 | 3
CCOc1cccc(/C(O)=C2/C(=O)C(=O)N(CCN3CCOCC3)C2c2cccnc2)c1 (configuration not stated)
→ -0.4 | -2 | 5 | 0 | -1.5 | -0.6 | 2.6 | -3.0 | 10
COc1ccc(/C=N/NS(=O)(=O)c2ccccc2)cc1OS(=O)(=O)c1ccc(C)cc1
→ -0.4 | -7 | 1 | -3 | 2.5 | 0.9 | -2.4 | -0.5 | 26

# More structures:
SMILES,PfHsp40 rescue,Anthrax LF inh2,FBA Mtb inh,BoNT-F LC inh,UGM FP inh,BoNT A protease,FadD28 binding,BioA inh,GDH-TPI counter
COC(=O)c1ccc(C(=O)OC)c(NC(=O)COC(=O)CCOc2ccc(C)cc2)c1,-1.0,-4,3,?,-0.1,-1.4,-1.6,-0.7,-11
COc1ccc(N(C)C(=O)CCS(=O)(=O)c2cccc3nonc23)cc1,-1.0,-1,-2,27,-2.8,3.1,-4.3,1.3,-7
CCN(CC)C(CNS(=O)(=O)c1ccc(Cl)cc1)c1ccccc1 (configuration not stated),-0.5,2,-2,-1,2.9,0.0,-4.2,1.8,-2
O=C(NCCCN1CCOCC1)c1ccc2c(=O)n(Cc3ccc(Cl)cc3)c(=S)[nH]c2c1,2.0,-5,1,-8,-0.1,-0.7,-1.3,-2.5,9
O=C(NCCCN1CCOCC1)c1cc2c(s1)CCCC2,0.7,5,2,-12,-1.2,-0.1,-0.8,/,6
Cc1cc(Cl)ccc1C(O)c1ncc(-c2ccccc2C(F)(F)F)[nH]1 (configuration not stated),/,-4,-5,-1,/,-0.3,-1.3,2.1,8
CC(C)(C)OC(=O)N1CCN(C(=O)c2[nH]cnc2C(=O)Nc2nccs2)CC1,-2.1,-1,0,7,1.1,0.0,-1.2,-1.6,13
O=C1C(=O)N(CCS(=O)(=O)c2ccccc2)c2ccccc21,-0.6,-1,0,4,-2.2,0.2,-2.8,0.6,3
CCOc1cccc(/C=N/Nc2nc(N3CCCC3)nc(N3CCCC3)n2)c1O,0.0,0,-2,-4,-1.8,-0.3,0.4,-1.6,5
C#C[C@]1(O)CCC2C3C(=O)C=C4C(Cl)=CCC[C@]4(C)C3CC[C@@]21C (some centres not stated),3.1,-12,2,-6,/,0.5,-2.6,-0.1,6
CC(=O)NC12CC3CC(C1)CC(C(=O)N1CCN(S(=O)(=O)c4cccc([N+](=O)[O-])c4)CC1)(C3)C2,-1.5,-9,-1,-8,/,0.8,-2.3,2.2,-5
CCC(=O)N1CCc2cc(Br)cc(S(=O)(=O)CCC(=O)NCc3ccco3)c21,1.5,-2,-6,11,-1.0,1.2,-4.3,1.9,-3
O=c1[nH]c(=S)[nH]c2c1C(c1ccc(F)cc1)OC(CCC(F)(F)F)C2 (configuration not stated),/,0,0,-3,/,-0.3,-3.8,-0.5,/
CC1(C)OC(=O)C(=Cc2ccc[nH]2)C(=O)O1,0.5,5,0,?,-2.0,-0.8,-0.9,-1.7,4
COc1cccc(CC2(CO)CCN(Cc3ccc4cccc(F)c4n3)CC2)c1,?,-6,-5,-3,-0.6,-0.1,-4.6,/,-1
COC(=O)C1C2C=CC3(CN(Cc4cccs4)C(=O)C13)O2 (configuration not stated),0.3,1,6,-5,3.0,-0.2,-0.1,-2.6,1
COc1cc(C(=O)OCC(=O)Nc2ccc(OC(F)F)cc2)cc(OC)c1OC,1.7,-13,-5,1,-1.0,0.3,-3.9,1.3,7
Cn1ccsc1=NC(=O)c1ccc(Cl)c([N+](=O)[O-])c1,1.3,-3,-2,-14,0.3,0.1,-1.1,-1.4,8
CC1CCC(NC(=O)CCNC(=O)c2ccccc2)CC1 (configuration not stated),-0.7,2,-1,9,1.5,-0.2,-1.6,/,4
COc1ccc(C(=O)C2CCCN(Cc3sc(N4CCCC4)nc3Cl)C2)c(OC)c1 (configuration not stated),-0.3,-7,-2,-5,1.9,-1.5,-0.2,/,5
[N-]=[N+]=CC(=O)OC[C@H](N)C(=O)O,-0.6,9,3,-3,-2.3,1.0,-0.4,0.8,4
CCn1c(SCC(=O)OC)nnc1-c1ccc(C)cc1,-0.1,4,1,-2,1.2,-1.3,-3.3,1.4,-9
Nc1nc(SCC(=O)c2c(N)n(Cc3ccccc3)c(=O)[nH]c2=O)n[nH]1,-1.3,-6,-2,-4,-4.6,0.0,-5.4,/,-10
Cc1cc(/C=N/n2cnnc2)c(C)n1-c1ccc2c(c1)OCO2,-2.6,-4,1,-4,-1.2,-0.3,-1.0,18,16
CC1=Nn2c(nnc2-c2n[nH]c3c2CCC3)SC1,0.7,5,3,?,0.1,0.3,-1.9,-1.2,-1
CCCOc1ccc(C2=NNC(c3cccs3)=Nc3ccc(OC)cc32)cc1,0.1,2,0,1,-1.7,0.1,-1.5,-0.3,3
C=CCCC(=O)N1C[C@H]2CON(C)[C@H]2C[C@H]1c1ccc(N2CCCCC2)cc1,/,6,3,2,/,0.5,-1.3,-4.3,/
CCNC(=O)NC(=O)C(C)OC(=O)[C@H](C)NS(=O)(=O)c1c(C)c(C)cc(C)c1C (some centres not stated),0.2,-2,3,4,-3.2,0.4,-0.8,-0.1,5
COc1ccc(/C(C)=N\NC(=O)c2ccc(-c3ccccc3)cc2)c(F)c1,-0.1,3,1,2,-2.8,0.4,-0.1,0.7,3
C#Cc1ccc(CN2CCN(Cc3ccsc3)C(CCO)C2)cc1 (configuration not stated),0.6,-3,0,-3,-1.3,-0.1,-1.6,/,-2
COc1ccccc1C=C(C(=O)c1ccccc1)c1ccccc1,/,0,2,-1,/,-0.3,-3.1,/,/
CC1(c2nc3ccccc3[nH]2)CCC(=O)N1C1CC1 (configuration not stated),/,3,4,0,/,0.1,-2.3,-0.4,/
CCC1Sc2ccccc2N(CC(=O)NC2CCCC2)C1=O (configuration not stated),-1.5,1,2,-4,2.9,-0.1,-2.3,-0.8,10
O=S(=O)(Cc1ccccc1)c1nc2ccccc2n1Cc1ccccn1,-1.9,3,-2,8,0.3,1.2,0.6,0.0,-2
CCn1nc(C)c([N+](=O)[O-])c1C(=O)NNC(=O)c1ccc(Cl)cc1,-1.8,-4,1,?,3.1,?,-2.7,/,6
CC1Cc2nc(SCC(=O)NCc3ccco3)n(Cc3ccccc3)c(=O)c2S1 (configuration not stated),-0.7,-4,-1,-7,-0.3,-0.2,-5.0,14,-3
COc1ccccc1N(CC(=O)NCCSCc1ccccc1)S(=O)(=O)c1ccc(C)cc1,5.4,-3,2,-15,-0.5,-5.4,-3.0,/,-4
Cc1ccccc1NC(=O)c1cc2c(=O)n3cccc(C)c3nc2s1,1.9,12,3,-8,0.6,-1.2,-3.0,-1.0,16
CCn1c2ccccc2c2nnc(SCC(=O)NCc3cccs3)nc21,0.8,5,1,-15,0.7,0.3,-0.9,-0.7,19
COc1ccc2cc3c(N)nn(C(=O)c4ccccc4Cl)c3nc2c1,-0.4,-4,-5,-4,0.6,0.0,-2.9,/,36*
C=CCNC(=O)CN1CCC(c2nc3cc(C)c(C)cc3[nH]2)CC1,/,1,2,-2,0.4,2.3,?,-0.5,-9
O=C(COC(=O)/C=C/c1cccc(F)c1)NC1CCCCC1,/,-5,-2,-3,/,-0.7,-1.3,-1.1,6
O=C1CCC(=O)N(O)CCCCCNC(=O)CCC(=O)N(O)CCCCCNC(=O)CCC(=O)N(O)CCCCCN1,-1.6,10,1,-4,1.1,0.0,-2.9,-1.2,12
Nc1ccc(Oc2ccc([N+](=O)[O-])cc2[N+](=O)[O-])cc1,0.4,-2,3,0,-0.6,1.2,-0.4,-1.7,33*
C=CCCC(=O)NC1CC(C)(C)Cc2c1cnn2-c1cccc(F)c1 (configuration not stated),0.8,0,0,16,-1.2,-0.9,-2.2,14,-5
CCCC(=O)Nc1nc(-c2ccccc2)c(CC)s1,1.4,-1,-2,-8,-1.2,-1.5,-4.7,/,-3
O=C(CCCSc1nc2ccccc2s1)NCc1ccco1,8.3,6,-11,6,0.8,0.3,-3.0,1.4,-6
Cc1cc2oc(=O)cc(CN3CCCCC3C)c2c(C)c1Cl (configuration not stated),-1.2,-3,-1,-5,3.0,-0.8,-2.5,-1.9,-3
CCN(CC(=O)Nc1c(F)cccc1F)C(=O)Cc1sc(C)nc1-c1ccc(F)cc1,-1.5,-6,2,-55,/,-32,-1.5,-0.7,7
NC(=O)C1CCN(C(=O)CSc2nc(O)cc(=O)[nH]2)CC1,4.8,17,3,3,-2.7,0.9,-0.8,-2.4,8
COc1cc(OC)c(/C=C2\SC(=O)N(CC(=O)Nc3ccccc3F)C2=O)c(OC)c1,-1.1,-4,-2,?,0.5,-2.4,-1.5,-1.4,5
CCCn1nnnc1SCC(=O)N1CCN(C(=O)c2ccco2)CC1,-0.4,-1,1,-9,0.8,-0.2,-3.6,-1.0,-4
Cc1cc(C)n2nc(C(=O)Nc3ccn(Cc4ccccc4C)n3)cc2n1,1.9,-2,7,-2,0.4,-0.5,-3.8,1.1,6
Cc1cc(=O)oc(C)c1C(=O)NCc1c(F)cc(F)cc1F,-1.0,-3,-1,-1,2.8,-0.1,0.3,/,36*

# Assay outcomes (PubChem)
